TrxR1 substrate – is turned over as a substrate by rat TrxR1; AID 588456; Potency, µM (highest dose often 114 µM), for the others: top-dose activity change, negative = substrate turnover; purified TrxR1 substrate turnover, NADPH consumption readout; O89049; actives 0.01% (n = 390,000); further: potency means the concentration at half of the fitted maximal effect; on the % scale 0 is the no-effect control and ±100 the full control effect; nearly all actives have a fitted effect of over 50% in size
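Rat TrxR1, dispensed at 90 nM, was prereduced with 400 uM NADPH (final) for 5 min at ~22 deg C, then incubated with compound 15 min before 400 uM selenite. A first-read NADPH fluorescence drop versus no-compound background flagged substrates.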
TRHR agonist – activates the human TRH receptor | TRHR cells, calcium flux fluo-8, FDSS agonist mode | activation, % at 2 µM | actives 0.18% (n = 360,000) | P34981; in the data active means activation above about 30%; further: 0% is about no effect
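Agonist-mode FDSS calcium read (Ex 480/Em 530, 1 s cycles) in 1536-well TRHR cells with fluo-8 dye, after 10-cycle baseline and 23 nL compound addition; TRH at EC20 (10 nM final) added afterwards for the enhancer phase.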
D2 ag – D2 dopamine receptor (human) agonism. actives 0.53% (n = 340,000). AID 485358. P14416. activation, % at 2 µM. HEK293 T-REx D2 cells, calcium flux agonist mode;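 active means activation over 3 SD above normal in the single-dose calcium agonist read, cut at about 30% in these data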; further: 0% is about no effect
Target sequence (P14416 whole entry, looked up): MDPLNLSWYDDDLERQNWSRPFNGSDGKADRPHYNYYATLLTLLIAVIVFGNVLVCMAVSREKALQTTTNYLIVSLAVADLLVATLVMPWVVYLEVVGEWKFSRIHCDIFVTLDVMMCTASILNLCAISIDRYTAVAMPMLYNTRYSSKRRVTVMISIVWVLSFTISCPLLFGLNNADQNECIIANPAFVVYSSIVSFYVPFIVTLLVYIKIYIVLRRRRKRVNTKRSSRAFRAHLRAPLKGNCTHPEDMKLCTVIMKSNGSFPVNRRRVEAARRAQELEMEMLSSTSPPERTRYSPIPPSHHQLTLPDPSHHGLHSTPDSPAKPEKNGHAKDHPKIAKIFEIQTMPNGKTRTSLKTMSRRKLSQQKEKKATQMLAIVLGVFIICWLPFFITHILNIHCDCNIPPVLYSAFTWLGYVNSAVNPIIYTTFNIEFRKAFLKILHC
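Tetracycline-induced HEK293 Trex cells with D2 receptor force-coupled to calcium signaling, plated overnight at 30 C and loaded with no-wash calcium dye. Calcium flux read kinetically for 180 s after compound addition; responses flag agonists.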
IDH1 R132H inh – human IDH1 R132H inhibition | O75874 | IDH1-R132H enzyme, NADPH consumption, diaphorase/resazurin fluorescence | Potency, µM (top dose mostly 76.6 µM), without a hit: at the top dose activity change, negative = inhibition, usual class: inhibitors | actives 0.093% (n = 390,000) | AID 602179; further: potency means the concentration at half of the fitted maximal effect; on the % scale 0 is the no-effect control and ±100 the full control effect; nearly all actives have a fitted effect of over 65% in size
Target sequence (O75874 whole entry R132H, stated change not applied): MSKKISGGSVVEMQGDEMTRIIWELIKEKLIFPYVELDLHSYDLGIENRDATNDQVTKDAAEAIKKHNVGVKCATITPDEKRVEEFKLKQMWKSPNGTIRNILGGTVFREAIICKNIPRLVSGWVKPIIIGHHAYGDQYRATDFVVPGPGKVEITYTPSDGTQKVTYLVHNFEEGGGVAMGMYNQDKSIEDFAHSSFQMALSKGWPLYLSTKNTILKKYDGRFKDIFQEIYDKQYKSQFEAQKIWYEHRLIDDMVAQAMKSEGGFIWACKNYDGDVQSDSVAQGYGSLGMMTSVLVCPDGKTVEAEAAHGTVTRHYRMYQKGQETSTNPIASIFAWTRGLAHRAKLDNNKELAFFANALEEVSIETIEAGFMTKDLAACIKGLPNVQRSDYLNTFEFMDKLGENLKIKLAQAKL
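IDH1-R132H (0.5 ug/mL) preincubated 30 min with compound, then NADPH (0.016 mM) and alpha-KG (2 mM) added; 80 min at RT, pH 7.5. Remaining NADPH coupled via diaphorase/resazurin to fluorescence (540/590 nm); concentration-response curves normalized to no-enzyme control.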
rTrxR1 inhibitor – blocks rat thioredoxin reductase 1; recombinant rTrxR1, NADPH fluorescence consumption, selenite substrate; actives 1% (n = 390,000); AID 588453; O89049; Potency, µM (doses to about 114 µM), for inactives: at the top dose activity change, negative = inhibition, most hits filed as inhibitors; further: potency means the concentration at half of the fitted maximal effect; on the % scale 0 is the no-effect control and ±100 the full control effect; nearly all actives have a fitted effect of over 65% in size
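Rat TrxR1 (90 nM in the dispensed reagent) was pre-reduced with 400 uM NADPH for 5 min at room temperature, then incubated with compound for 15 min. After 400 uM selenite was added, NADPH fluorescence (Ex 340/Em 450 nm) was followed for 8 min.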
D2 antag – antagonizes the human D2 dopamine receptor. actives 2% (n = 340,000). AID 485344. P14416. HEK293 TREx D2 cells, calcium flux, dopamine EC80. inhibition, % at 10 µM; in the data active means inhibition above about 30%; further: 0% is about no effect
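Tetracycline-induced HEK293 T-REx cells expressing D2 force-coupled to calcium signalling were dye-loaded, exposed to compound for 180 s, then challenged with an EC80 of dopamine; calcium flux was followed kinetically for a further 180 s.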
USP1-UAF1 inh – inhibitors of human USP1/UAF1 deubiquitinase; O94782; recombinant USP1/UAF1, Ub-Rhodamine cleavage fluorescence; Potency, µM (doses to about 57.1 µM), without a hit: at the highest dose activity change, negative = inhibition, hits mostly inhibitors; actives 0.23% (n = 390,000); AID 743255; further: potency means the concentration at half of the fitted maximal effect; on the % scale 0 is the no-effect control and ±100 the full control effect; nearly all actives have a fitted effect of over 60% in size; inactives centre near -12
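In this screen, compounds sit with the deubiquitinase complex (1nM) for 15 min at room temperature before Ub-Rho is added at 150nM final. Fluorescence rise is then followed for 6 reads every 60 seconds.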
TRHR PAM – allosteric enhancers of human TRH receptor | TRHR cells, fluo-8 calcium fluorescence, EC20 TRH enhancement | enhancement, % at 2 µM | actives 0.66% (n = 360,000) | AID 493056; in the data active means enhancement above about 30%; further: 0% is about no effect
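Enhancer read-out: after compound pinning and an initial kinetic agonist-mode read, an EC20 of TRH (10 nM final) was injected and fluo-8 calcium signal (Ex 480/Em 530) followed at 1 s/cycle for 100 cycles in TRHR-expressing cells.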
PI4K2A inh – PI4K2A (human) kinase inhibition; Q9BTU6; actives 0.13% (n = 420,000); purified PI4K2A, ADP-Glo luminescence, 1 h; active compounds read low; activity change, negative = inhibition, % at 76.9 µM; in the data active means activity change below about -50%; inconclusive means mostly about -30% to -49%;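 further: -100% = wells without enzyme as full effect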
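ADP-Glo luminescence measured ADP generated by PI4K2A enzyme (4 ug/mL before mixing) with 1.2 mM PI substrate (pre-mix) and 300 microM ATP (pre-mix). Tris pH7.5 buffer with MgCl2, Triton X-100; 1 h reaction at ambient temperature.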
* = called active by the depositor; ? = inconclusive; / = not tested or not shown; & = joins results of further samples; [ ] = another dose, or the depositor's remark. Unless noted, the call rests on the fitted dose curve; in most records, active means well fitted inhibition curve with a large enough effect; inconclusive means small, poorly fitted or top-dose-only effect; inactive means no such curve, though single readings can be large or run the other way.

Order of results: TrxR1 substrate | TRHR agonist | D2 ag | IDH1 R132H inh | rTrxR1 inhibitor | D2 antag | USP1-UAF1 inh | TRHR PAM | PI4K2A inh
1. Cc1ccc(N2C(=O)[C@@H]3C(C(=O)CCN4C(=O)c5ccccc5C4=O)=NN[C@@H]3C2=O)cc1
→ 7%[57.1 µM] | -0.2 | -0.1 | 3% | 10%[57.1 µM] | -14 | -15% | 9 | 4
2. COc1cc(NC(=O)SC2=NCCS2)cc(OC)c1
→ 8%[57.1 µM] | -0.1 | -1.1 | -8% | -2%[57.1 µM] | 4 | -26% | -6 | -2
3. COc1cccc(/C(N)=N/OC(=O)Cc2ccccc2[N+](=O)[O-])c1
→ 6% | 0.1 | 7.3 | 0% | 17% | 5 | -23% | 9 | 3
4. CCOC(=O)CCC(NC(=O)c1cncc(O)c1)C(=O)OCC (configuration not stated)
→ 37%[activator] | -0.2 | / | -1% | -1% | / | -12% | -5 | -2
5. O=C(C[C@H]1C[C@H](C(=O)N2CCCCC2)[C@@]2(CCc3ccccc3)c3[nH]c4ccc(Cl)cc4c3CCN2C1=O)NCCN1CCOCC1
→ 4% | / | / | 4% | 12% | / | -18% | / | 0
6. O=C1NC2=C(CCc3ccccc32)C(c2ccccc2)N1 (configuration not stated)
→ 7% | -0.2 | 0.4 | 1% | 13% | 5 | -13% | -1 | -2
7. O=C(NCCC1=CCCCC1)c1ccc(Cl)c(S(=O)(=O)Nc2ccccc2)c1
→ -3% | 0.4 | 0.1 | 8% | 19% | 14 | -16% | -3 | 0
8. O=C(c1ccc(-c2cccc(Cl)c2)o1)N1CCN(c2ccc([N+](=O)[O-])cc2)CC1
→ 8%[57.1 µM] | -1.1 | 0.0 | 1% | 7%[57.1 µM] | 4 | -10% | -5 | 4
9. O=C(O)c1sccc1OCc1ccccc1
→ 7%[57.1 µM] | 0.3 | 0.5 | 1% | 9%[57.1 µM] | -10 | -9% | 1 | -1
10. Cc1ccc2nc3sc(C(=O)NCc4ccco4)c(N)c3cc2c1
→ -9% | 4.5 | 2.1 | 0% | -9% | 2 | 367%[activator] | -1 | 1
11. CCCCCCCCCCCCC/C=C/[C@@H](O)[C@@H](N)CO
→ 1% | 0.2 | -1.5 | 0% | 7%&8% | 9 | ? | 0 | 4
12. COc1ccc(OC)c(CN2CCN(c3ccc(S(=O)(=O)N4CCCC4)cn3)CC2)c1
→ -8% | -1.1 | -0.3 | 2% | -5% | -4 | 5% | 2 | -7
13. O=C(COc1ccc(S(=O)(=O)N2CCCC2)cc1)N1CCCC1
→ 2% | 0.7 | -0.6 | 11% | 8% | 5 | -7% | 2 | 1
14. Cn1cnnc1SCNC(=O)C(F)(F)F
→ -4% | 1.0 | 1.0 | 2% | 10% | 2 | -5% | -2 | -1
15. Cc1nc2c(-c3ccccc3)c(C)nn2c(C)c1CCC(=O)NCc1ccco1
→ 5% | -1.0 | 0.3 | 17% | -4% | -2 | ? | 2 | -2
16. CCC(C)N1CC(C(=O)O)CC1=O (configuration not stated)
→ 13%[57.1 µM] | 1.0 | -0.6 | 9% | 31% | 1 | 3% | -6 | -5
17. COc1ccc(CN(C(=S)Nc2ccccc2)C2CC(=O)N(c3ccccc3)C2=O)cc1 (configuration not stated)
→ -8% | 0.9 | 0.9 | 6% | -11% | -4 | -20% | -5 | 5
18. CC(=O)c1cccc(N(C(=O)c2cnccn2)C(C(=O)NCc2ccccc2)c2ccco2)c1 (configuration not stated)
→ 1%[57.1 µM] | -0.2 | 0.0 | 12% | -3%[57.1 µM] | 1 | 4% | 2 | -6
19. Cc1ccc(C)c(S(=O)(=O)N2CCC(c3nc4c(nnn4Cc4ccc5c(c4)OCCO5)c(=O)[nH]3)CC2)c1
→ -4% | -0.2 | 0.1 | -6% | 27% | -10 | -14% | -2 | -6
20. COc1c(CC=C(C)C)cc(C2CC(=O)c3c(O)cc(O)cc3O2)c(CC=C(C)C)c1O (configuration not stated)
→ 1%[57.1 µM] | / | / | ? | 22%[57.1 µM] | / | -13% | / | -9
21. Cc1ccc(C(=O)c2cncc(Br)c2)cc1
→ -8% | -0.8 | -0.7 | 18% | -6% | 4 | -20% | 4 | 7
22. CCn1c(CNC(=O)Cc2ccc(OC)cc2)nnc1SCC(=O)Nc1nccs1
→ 23% | 0.2 | 1.9 | 6% | 37%[activator] | 8 | -7% | -2 | -5
23. CC1(C)C2CCC1(CS(=O)(=O)NCc1ccc(C(=O)O)cc1)C(=O)C2 (configuration not stated)
→ 0% | 0.2 | 0.5 | 1% | 4% | 3 | -18% | 3 | -3
24. CCOC(=O)/C(N=Nc1c(C)n(C)n(-c2ccccc2)c1=O)=C(/O)c1ccccc1
→ 3%[57.1 µM] | -0.1 | -0.9 | -3% | 13%[57.1 µM] | 4 | -9% | -3 | 5
25. Cc1c(C#N)c(N=CN(C)C)c(C(=O)c2ccc(Br)cc2)n1-c1ccc(Cl)cc1
→ -8% | -0.3 | -0.1 | 3% | -1% | -1 | -16% | -8 | -4
26. COC(=O)c1cc(CNC(=O)Cc2ccsc2)ccc1OC
→ 5% | -0.2 | 6.8 | 0% | 1% | -8 | -24% | 7 | 6
27. COc1cc(Cl)c(NC(=O)CC(C)S(=O)(=O)c2cc3c(cc2C)NC(=O)CO3)c(OC)c1 (configuration not stated)
→ -5% | -0.2 | 0.3 | -10% | 6% | / | -9% | 0 | -1
28. COc1ccc(-c2nc3n(n2)C(c2ccc(OC)c(OC)c2)C(C(=O)Nc2cccnc2)=C(C)N3)cc1 (configuration not stated)
→ -7%[57.1 µM] | 1.5 | 1.4 | -19% | -7%[57.1 µM] | / | -27% | -8 | 0
29. C=C(c1ccc(OCCO)cc1)c1ccc(OCCO)cc1
→ -9%[57.1 µM] | 0.7 | -0.9 | -2% | 2%[57.1 µM] | 7 | -6% | -2 | -1
30. Cn1cc(C2N3CC4(C)CN2CC(C)(C3)C4=O)c2ccccc21 (configuration not stated)
→ -3% | 0.7 | 1.7 | -1% | 23% | 4 | -10% | 3 | 2

Only D2 antag, TRHR agonist and USP1-UAF1 inh, for some of the entries so far:
no.	Compound	D2 antag	TRHR agonist	USP1-UAF1 inh
12	COc1ccc(OC)c(CN2CCN(c3ccc(S(=O)(=O)N4CCCC4)cn3)CC2)c1	-4	-1.1	5%
13	O=C(COc1ccc(S(=O)(=O)N2CCCC2)cc1)N1CCCC1	5	0.7	-7%

(more compounds)
Order of results: TrxR1 substrate | TRHR agonist | D2 ag | IDH1 R132H inh | rTrxR1 inhibitor | D2 antag | USP1-UAF1 inh | TRHR PAM | PI4K2A inh
31. CC1CCN(Cc2ccc(-c3nnn(CC(=O)Nc4ccccc4Cl)n3)cc2)CC1
→ 4%[57.1 µM] | -0.7 | 0.2 | 4% | 5% | 13 | -14% | 20 | 3
32. CCCCNC(=O)C1CCC(CNc2nc(=S)[nH]c3ccccc23)CC1 (configuration not stated)
→ 4%[57.1 µM] | -1.3 | / | 8% | -22% | / | -1% | 21 | -1
33. COc1ccc(CCNC(=O)C2CCN(Cc3nc(-c4ccc(Cl)cc4)oc3C)CC2)cc1OC
→ -1% | / | / | 2% | 13% | / | -11% | / | 5
34. N=C1C(c2ccccc2)=C(O)CN1c1cccc(S(=O)(=O)N2CCCCC2)c1
→ -13%[57.1 µM] | -0.3 | 0.2 | 4% | 15%[57.1 µM] | 5 | -15% | -1 | -1
35. CCCSc1nc2c(cnn2-c2ccc(Cl)cc2)c(=O)[nH]1
→ 13% | 0.3 | 1.2 | 8% | 39%[activator] | 7 | -9% | -6 | 1
36. CCN1C(=O)/C(=C\N2CCCc3ccccc32)SC1=S
→ 1%[57.1 µM] | -0.5 | -0.2 | 15% | -19%[57.1 µM] | 15 | ? | 2 | 4
37. COc1ccc(S(=O)(=O)NCc2ccc(C(=O)NCCCN3CC(C)CC(C)C3)cc2)cc1 (configuration not stated)
→ -1%[57.1 µM] | 0.1 | -0.6 | 4% | 14%[57.1 µM] | -7 | -17% | -3 | 11
38. CCc1ccc(NC(=O)c2ccc(NC(=O)C3CCCO3)cc2)cc1 (configuration not stated)
→ 8%[57.1 µM] | 0.3 | 0.2 | 4% | 15%[57.1 µM] | -23 | -3% | 10 | -15
39. CCOc1cc(-c2noc(CCC(=O)NC3CCCCC3)n2)ccc1OC
→ 13%[57.1 µM] | -0.4 | 0.9 | 8% | 37%[0.0914 µM] | -9 | -16% | 2 | -2
40. COc1ccc(CC(=O)N[C@@H]2c3cc(OC)c(OC)cc3C[C@H]2OCc2ccccc2)cc1
→ 4% | / | / | -7% | 12% | / | -21% | / | -3
41. Cc1ccc(C(=O)NCCc2ccc(S(N)(=O)=O)cc2)o1
→ -1% | 0.5 | -0.3 | 2% | 1% | 16 | -18% | 14 | 2
42. CCC(C)(C)NC(=O)C(c1ccc(C)cc1)N(CCN1CCOCC1)C(=O)CNC(=O)c1cccs1 (configuration not stated)
→ 4%[57.1 µM] | 0.6 | -0.2 | -10% | 1%[57.1 µM] | 5 | -7% | -3 | -18
43. Cc1ccc2c(C)c(C(=O)Nc3nnc(C)s3)oc2c1
→ 16%[57.1 µM] | -1.6 | 0.1 | 9% | 1%[57.1 µM] | 3 | -7% | 2 | 2
44. CCn1cc(C(=O)NCCCOC)c2cc(OC)c(OC)cc2c1=O
→ 27%[57.1 µM] | -1.2 | -0.8 | -4% | 19%[57.1 µM] | -6 | -15% | 2 | 2
45. COc1ccc(C(=O)Nc2ccc(N3CCCCCC3)cc2)cc1S(=O)(=O)N1CCOCC1
→ -10% | -0.7 | 0.4 | 1% | -5% | -10 | -10% | 0 | 10
46. CC(C)NCC(=O)NC12CC3CC(CC(C3)C1)C2
→ -12% | 0.0 | 0.5 | 0% | -16% | -22 | 5% | 17 | 6
47. O=C(c1cc2ccccc2o1)N1CCN(c2cccc(Cl)c2)CC1
→ 4% | -0.4 | 0.3 | 7% | 5% | -6 | 0% | -2 | -2
